CXCR6 inh: CXCR6 receptor inhibitors, primary screen, cell-based, beta-arrestin, luminescence, CHO-K1 PathHunter, 1536-well. inhibition, % at 20 µM. 360,000 compounds, 0.36% hits. AID 602244, 2012; in the data active means inhibition above about 34%, passing the limit was not always enough;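 further: antagonist mode with CXCL16 agonist at 10 nM final; 0% = 10 nM CXCL16 with DMSO and 100% = unstimulated wells without agonist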
Target sequence (O00574 whole entry, looked up): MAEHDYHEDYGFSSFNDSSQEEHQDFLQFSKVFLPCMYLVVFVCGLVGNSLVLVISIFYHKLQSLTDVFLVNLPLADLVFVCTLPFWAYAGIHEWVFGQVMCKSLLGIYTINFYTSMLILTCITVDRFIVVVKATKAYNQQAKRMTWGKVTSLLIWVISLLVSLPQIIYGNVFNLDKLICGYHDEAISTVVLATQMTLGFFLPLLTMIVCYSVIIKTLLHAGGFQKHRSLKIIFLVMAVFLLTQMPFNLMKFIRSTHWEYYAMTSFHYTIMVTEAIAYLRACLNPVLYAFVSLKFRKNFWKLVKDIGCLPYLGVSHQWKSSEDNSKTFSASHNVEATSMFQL
MPTP block: mitochondrial permeability transition pore inhibitors, primary screen, biochemical, isolated mouse mitochondria, absorbance; 360,000 compounds, 1.4% hits; inhibition, % at 10 µM; AID 602449, 2012; Ca2+ swelling absorbance, 30 min;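 active means inhibition of 50% or more, scaled per plate between neutral and stimulator controls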;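 further: 0% = DMSO wells given calcium and 100% = 1 mM EGTA wells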
EBI2 antag: EBI2 receptor antagonists, beta-arrestin recruitment, primary screen, cell-based, luminescence, 7a,25-OHC stimulation, uHTS | G-protein coupled receptor 183 (Homo sapiens), P32249 | 7a,25-OHC stimulated | 360,000 compounds, 0.81% hits | AID 651636, 2012 | inhibition, % at 5 µM; in the data active means inhibition above about 38%;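 further: enzyme fragment complementation signal reports receptor beta-arrestin coupling in cells; 0% = agonist plus DMSO wells and 100% = wells without agonist; some results beyond the cut were filed as inactive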
Target sequence (P32249 whole entry, looked up, the tested form may be a part): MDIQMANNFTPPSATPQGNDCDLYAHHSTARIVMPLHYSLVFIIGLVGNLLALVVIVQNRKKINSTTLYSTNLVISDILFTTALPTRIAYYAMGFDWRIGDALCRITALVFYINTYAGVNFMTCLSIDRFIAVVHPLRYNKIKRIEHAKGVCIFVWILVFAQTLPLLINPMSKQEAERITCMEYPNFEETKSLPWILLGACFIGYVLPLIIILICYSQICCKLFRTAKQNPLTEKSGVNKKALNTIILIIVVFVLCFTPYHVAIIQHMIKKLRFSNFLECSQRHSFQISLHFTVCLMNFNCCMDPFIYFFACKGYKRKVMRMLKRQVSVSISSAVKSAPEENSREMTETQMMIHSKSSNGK
* hit, by the source's call. An excerpt; rates above refer to the full screens.

EBI2 antag	MPTP block	CXCR6 inh	SMILES
-0.8	-0.6	3.1	CCCC#Cc1cnc2c(c1)C(=O)N([C@H](C)CO)C[C@@H](C)[C@@H](CN(C)C(=O)Nc1cccc(F)c1)O2
4.4	0.2	2.5	COc1cc(-c2cc(NC(C)=O)c3ncc(-c4ccccc4)n3c2)cc(OC)c1OC
-0.3	-1.0	-8.5	CC1(C(=O)NS(=O)(=O)c2cccs2)CCN1C(=O)CC1CC1 (stereo not drawn)
-8.7	-0.6	-4.9	CCN1CCN(c2ccc(N3CCN(S(=O)(=O)c4cccc([N+](=O)[O-])c4)CC3)nn2)CC1
8.5	1.7	-5.8	COc1ccc(-n2ncc(C(C)NS(=O)(=O)c3cc(C)sc3C)c2C)cc1 (stereo not drawn)
60.5*	5.2	5.3	O=C(NC(c1ccccc1)c1ccc2ccccc2n1)C1CCN(CCOc2ccc(Cl)cc2)CC1 (stereo not drawn)
2.1	-0.7	-11.1	Cc1cc(C)c2cc(C#N)c(NCCCNC(=O)c3cccnc3)nc2c1
-4.9	-1.1	1.6	COc1ccc(C(=O)COC(=O)CCn2c(C)csc2=O)c(OC)c1
-4.9	-0.3	7.2	CCNC(=O)C1(C)CCCN1Cc1cccc(C(F)(F)F)c1 (stereo not drawn)
2.0	-0.5	0.0	COc1ccc(C2CC(c3cccs3)=NN2C(=O)CCCC(=O)O)cc1OC (stereo not drawn)
-3.3	-2.4	5.1	COc1ccc(C(=O)N2CCCC(C)(C(=O)NS(=O)(=O)C3CC3)C2)c(OC)c1 (stereo not drawn)
10.3	0.2	-0.9	COc1ccc(C(C#N)CC(=O)c2ccc(OCc3ccccc3)c(OC)c2)cc1OC (stereo not drawn)
3.3	-0.9	6.3	Cc1cc(C)nc(Nc2nc(C(N)c3ccccc3)cs2)n1 (stereo not drawn)
6.5	-0.7	-9.7	Nc1ncnc(N)c1NC(=O)c1ccc(OCc2ccccc2)cc1
-4.5	0.2	1.5	COCCNC(=O)C1CCCN(C(=O)c2nc(C)oc2C)CC1 (stereo not drawn)
19.6	3.3	-0.6	COc1cc2nc3n(c(=O)c2cc1OC)-c1cc2ccccc2cc1C(=O)NC3Cc1ccccc1 (stereo not drawn)
-3.4	1.5	-5.6	CC(=O)c1cccc(NC(=O)c2cccc3c(-c4cccnc4)coc23)c1
-5.6	0.0	-0.8	Cc1ccc(S(=O)(=O)N2C[C@H]3[C@H]4C(=O)N(c5ccccc5)C(=O)[C@H]4C[C@H](OC(=O)NCc4ccco4)[C@@]3(O)C2)cc1
-4.4	12.3	6.1	C[C@@H](NC(=O)C[C@@H]1C[C@@H]2c3cc(NS(=O)(=O)c4ccc(F)cc4)ccc3O[C@@H]2[C@@H](CO)O1)c1ccccc1
9.3	0.3	3.1	COc1ccc(-c2nc3c4ccccc4ccn3c2CC2CCCCC2)cc1OC
11.5	4.0	0.6	CCCCc1c(-c2ccc(Cl)cc2)ncn1CCc1ccccc1OC
-2.1	-0.1	-4.6	CCCCOC1NC(=O)NC(=O)C1(F)C(=O)OCC (stereo not drawn)
-4.3	0.9	5.0	O=C(OCn1nnc2ccccc2c1=O)c1ccc(F)c(S(=O)(=O)N2CCOCC2)c1
3.9	-1.6	-2.0	O=C(NC(CC(=O)N1CCN(c2ccccc2)CC1)c1ccccc1)c1ccccc1 (stereo not drawn)
-8.6	0.1	-5.8	CNc1cncc(-c2cc(OC)ccc2OC)n1
-0.8	-1.5	4.4	O=C(OC1C2C=CC1C1C(=O)NC21)c1ccccc1 (stereo not drawn)
-3.5	2.0	3.6	CCCCN1C(=O)C(CC(=O)NCCc2ccccn2)CC(C(=O)N2CCCCCC2)=C1C (stereo not drawn)
-5.7	-1.2	7.9	O=C(C[C@H]1C(=O)N(CCc2ccccc2)C[C@@H]1c1ccccc1)Nc1ccccc1
-1.4	-2.2	1.9	CN(CCO)c1cccc2c1S(=O)(=O)N[C@H](Cc1ccccc1)CO2
-0.5	-0.1	8.7	CS(=O)(=O)N1CCCCC1c1cc(C(=O)Nc2cccc3c2CCCC3)no1 (stereo not drawn)
0.8	2.0	3.7	CCOC(=O)N1Cc2cc3ccccc3nc2C1
-2.4	-0.5	6.2	Cc1cc(C)n2nc(CNS(=O)(=O)c3ccc(C(C)(C)C)cc3)nc2n1
-5.5	-1.1	-1.8	COc1ccc(NC(=O)C2Cc3c(-c4cccc(C(C)=O)c4)ccnc3O2)cn1 (stereo not drawn)
22.2	6.1	-5.1	Cc1nc2ccc(C(=O)NCCc3c[nH]c4ccccc34)cn2c1N(C)C(=O)CCc1ccccc1
-6.1	0.1	2.8	CN1CCN(c2cc(CNC[C@H]3O[C@@H](n4cnc5c(=O)[nH]c(N)nc54)[C@H](O)[C@@H]3O)ccc2F)CC1
7.5	0.4	1.3	FC(F)(F)c1nc2nc(Cl)c(Cl)nc2[nH]1
18.2	-0.9	2.3	COc1cc(F)ccc1-c1csc(C(O)c2ccc(F)cc2)n1 (stereo not drawn)
1.2	-1.7	-12.4	CNc1cncc(-c2ccc(O)cc2C)n1
-5.4	1.4	3.3	CSc1ccc(CNC(=O)C2(C)CCN2C(C)C)cc1 (stereo not drawn)
0.0	-0.8	0.4	COC(=O)c1ccc2nc(-c3ccc(OC)c(OC)c3)c(Cc3ccc(OC)cc3C)n2c1
-7.9	0.9	-2.9	CCc1nc2ccc(C(=O)NC3CCN(Cc4ccccc4)CC3)cn2c1N(C)CCN1CCOCC1
-12.2	-0.7	-3.4	COc1ccc(NC(=O)N(C)C[C@@H]2OCc3cnnn3CCCC(=O)N([C@@H](C)CO)C[C@H]2C)cc1
0.5	-3.6	0.8	Cc1c(C(=O)NCc2cccs2)sc(=O)n1Cc1ccc(S(C)(=O)=O)cc1
-3.1	-1.3	-13.6	Cc1cc(C)n(CCNC(=O)[C@H]2O[C@@H](n3cnc4c(N)ncnc43)[C@H](O)[C@@H]2O)n1
5.0	0.9	-2.0	CC1(C(=O)NS(=O)(=O)c2cccc(Cl)c2)CCN1C(=O)Cc1cccs1 (stereo not drawn)
1.4	-0.3	-8.8	COC(=O)c1c(-c2ccc(N(C)C)cc2)oc2c1C(OC)CCC2 (stereo not drawn)
6.7	-1.5	11.4	CN(C(=O)COC(=O)c1ccc(S(=O)(=O)N2CCCCCC2)cc1)c1ccccc1
-9.4	1.1	0.2	O=[N+]([O-])C1C(c2ccccc2)C12c1ccccc1-c1ccccc12 (stereo not drawn)
-7.4	-0.7	1.8	COC(=O)CCN1CCC2CC1c1cc(N3CCCCC3)ccc12 (stereo not drawn)
10.4	-0.7	1.6	Cc1ccc([C@@H]2C[C@H]3[C@@H](CN2S(=O)(=O)c2ccc(Cl)cc2)C(=O)C[C@@H](c2ccccc2)N3S(=O)(=O)c2ccc(C)cc2)cc1
-3.5	0.3	-6.3	O=C(Cc1ccc(F)cc1)Nc1cc(S(=O)(=O)N2CCOCC2)ccc1N1CCCCC1
-14.5	1.6	4.3	CCOc1ccc(N=Cc2ccc(N(C)C)cc2)c(O)c1
5.5	0.1	2.2	CCOC1=C2CN(S(=O)(=O)c3ccc(C)cc3)[C@@H](c3ccccc3)C[C@H]2[C@H]2C(=O)N(c3ccccc3)C(=O)[C@H]2C1
3.4	-0.3	-6.2	CCCCC(=O)Nc1ccc(Cl)cc1F
-16.5	2.2	-6.1	CN(c1cc2c(c3c1ccn3C)C1CCC2C1)C1CCCCC1 (stereo not drawn)
10.8	-1.1	67.1*	CC1C(=O)N(Cc2cn(Cc3ccco3)nn2)CCS(=O)(=O)N1Cc1ccc(-c2ccc(Cl)c(Cl)c2)cc1 (stereo not drawn)
-0.8	1.7	-0.4	COc1ccc(Nc2nc(NCc3cccs3)nc3ccsc23)cc1OC
3.1	-0.3	-2.9	Cc1c(NC(=O)CSc2nnc(-c3ccncc3)n2C)c(=O)n(-c2ccccc2)n1C
0.8	-0.5	-3.0	O=C1NCCCN1C1OC(CO)C(O)C1O (stereo not drawn)
1.8	0.9	-2.0	O=C(Nc1cccc(C(F)(F)F)c1)C1Cc2c(-c3ccc(Cl)cc3)ccnc2O1 (stereo not drawn)

3 compounds from above, arranged by molecular weight, highest first.
EBI2 antag	MPTP block	CXCR6 inh	SMILES
3.1	-0.3	-2.9	Cc1c(NC(=O)CSc2nnc(-c3ccncc3)n2C)c(=O)n(-c2ccccc2)n1C
-5.7	-1.2	7.9	O=C(C[C@H]1C(=O)N(CCc2ccccc2)C[C@@H]1c1ccccc1)Nc1ccccc1
18.2	-0.9	2.3	COc1cc(F)ccc1-c1csc(C(O)c2ccc(F)cc2)n1 (stereo not drawn)

Laid out differently: entries from further up
COc1ccc(Nc2nc(NCc3cccs3)nc3ccsc23)cc1OC
  EBI2 antag: -0.8	MPTP block: 1.7	CXCR6 inh: -0.4

Cc1c(NC(=O)CSc2nnc(-c3ccncc3)n2C)c(=O)n(-c2ccccc2)n1C
  EBI2 antag: 3.1	MPTP block: -0.3	CXCR6 inh: -2.9

Whole records as entered above:
`COC(=O)c1c(-c2ccc(N(C)C)cc2)oc2c1C(OC)CCC2` (stereo not drawn) is entered as EBI2 antag = 1.4; MPTP block = -0.3; CXCR6 inh = -8.8
`C[C@@H](NC(=O)C[C@@H]1C[C@@H]2c3cc(NS(=O)(=O)c4ccc(F)cc4)ccc3O[C@@H]2[C@@H](CO)O1)c1ccccc1` is entered as EBI2 antag = -4.4; MPTP block = 12.3; CXCR6 inh = 6.1

(further entries)
EBI2 antag	MPTP block	CXCR6 inh	SMILES
-8.1	0.8	-6.3	Cc1ncc(C(O)c2ccc(N(C)C)cc2)n1Cc1ccccc1 (stereo not drawn)
-2.8	-1.8	4.7	Cc1c(C(=O)NCc2ccc3c(c2)OCCO3)sc(=O)n1Cc1ccc(C(=O)N(C)C)cc1
0.3	-0.7	-3.2	CN(C)c1ccc(-c2[nH][nH]c(=O)c2NC(=O)c2ccc3ccccc3n2)cc1
-4.9	0.1	-1.6	Cc1c(C(=O)NCc2cccc(Cl)c2)sc(=O)n1Cc1ccc(C(=O)N(C)C)cc1
-1.8	-1.0	9.5	CC(C)NC(=O)N(C)C[C@H]1OCc2cnnn2CCCC(=O)N([C@H](C)CO)C[C@H]1C
-1.2	3.7	12.2	CC(C)C[C@H]1CNC(=S)N1C[C@H]1CCCN1C[C@H](Cc1ccccc1)N1C[C@H](CC(C)C)N(CCc2ccccc2)C1=S
13.4	-0.1	9.2	CC(C)(C)c1cc(NC(=O)C2(C)CCN2C(=O)c2ccccc2CCc2ccccc2)no1 (stereo not drawn)
2.4	-0.9	4.8	CCCCN1C(=O)C(CC(=O)NCCc2ccccn2)CC(C(=O)N(C)C)=C1C (stereo not drawn)
1.6	-0.1	2.5	COc1ccc(N2c3ccccc3CN(Cc3ccccc3)[C@@H](C)[C@H]2Cc2cccnc2)cc1
-11.3	-0.3	-5.8	COc1ccc(CNC(=O)/C=C/[C@H]2O[C@@H](n3ccc(=O)[nH]c3=O)[C@H](O)[C@@H]2O)cc1
6.0	2.9	-2.7	CC(=O)c1c(C)[nH]c(C(=O)Nc2ccc(N3CCCCCC3)cc2)c1C
4.3	0.4	-4.8	Cn1c(=O)c2c(-c3ccccc3)n(-c3ccccc3N)cc2n(C)c1=O
-3.6	0.9	-4.2	COc1ccccc1N(CC(=O)N1CCCCC1C)S(=O)(=O)c1ccc(Cl)cc1 (stereo not drawn)
-1.1	-2.3	-3.8	Cc1ccc(S(=O)(=O)NCN2C(=O)c3ccccc3C2=O)cc1
13.8	0.1	13.0	CC(=O)Nc1cc(-c2ccc(S(C)(=O)=O)cc2)cn2c(-c3ccc(F)c(Cl)c3)cnc12
-0.3	0.9	0.9	C/C=C/c1cccc(-c2nc(C(=O)N3CCCCC3)cc3c2[C@H](CCO)N(C(=O)NC(C)C)C3)c1
-1.1	-0.1	-5.4	Cc1nc2nc(C)c(C)nc2nc1C
23.6	-1.0	11.3	COC(=O)[C@@]1(Cc2ccc(F)cc2)[C@H]2c3cc(C(=O)N4CCCC4)n(CCc4ccc(OC)c(Br)c4)c3C[C@H]2CN1C(=O)c1ccccc1
5.3	73.1*	-7.7	N#Cc1cc(NC(=O)c2ccc(Cl)cc2)ccc1Sc1ccccc1
2.0	0.5	-8.1	OC(c1ccc(F)cc1)c1ncc(-c2ccccc2F)[nH]1 (stereo not drawn)
28.9	-2.3	14.0	COc1ccc(CN2C[C@H]3CON(C)[C@H]3C[C@H]2c2ccc(-c3cccc(F)c3)cc2)cc1
31.3	1.1	14.3	COC(=O)c1ccc2nc(C3CCCCC3)c(Cc3ccccc3C(F)(F)F)n2c1
-1.2	-2.9	-6.4	CCN(CC)C(=O)C1=C(C)N(CCCOC)C(=O)C(CC(=O)NCCc2ccccn2)C1 (stereo not drawn)
-6.3	-1.4	-3.5	C[C@@H]1CN([C@H](C)CO)C(=O)c2cc(C#Cc3ccccc3F)cnc2O[C@@H]1CN(C)S(=O)(=O)c1ccccc1F
14.0	0.0	-1.8	C=C1C(=O)C23C(O)C1CCC2C12COC3(O)C(O)C1C(C)(C)CCC2O (stereo not drawn)
6.9	0.1	2.3	O=C(Cc1ccccc1)CC(CC(=O)c1ccccc1)c1ccccc1 (stereo not drawn)
2.8	-0.3	2.2	O=C(O)c1ccccc1-c1ccc([N+](=O)[O-])cc1Cl
8.1	0.0	6.9	CCCCCC(=O)N1C[C@@H](n2cc(C3CC3)nn2)[C@H](O)C[C@@H]1c1ccc(C)cc1
38.9*	1.0	-3.1	O=C(Nc1ccc2c(c1)OCCO2)C(c1cc2ccccc2o1)N1CCN(C/C=C/c2ccccc2)CC1 (stereo not drawn)
